Screening results: PubChem BioAssay, National Center for Advancing Translational Sciences (NCATS)
BAZ2B inh: qHTS Assay for Inhibitors of BAZ2B; 4.4% of 360,000 active; AlphaScreen BAZ2B-H3K14Ac peptide displacement; Bromodomain adjacent to zinc finger domain protein 2B (Homo sapiens), Q9UIF8; Potency, µM (highest dose often 114 µM), inactives show at the top dose activity change, negative = inhibition, actives largely listed as inhibitors; also: % is scaled to controls: 0 for no effect and ±100 for the full control effect; nearly all actives have a fitted effect of over 60% in size
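Inhibition is scored as reduced AlphaScreen emission. The BAZ2B/b-H3(5-23)K14Ac complex (50 nM each) in PBS pH 7.4, 0.01% Tween-20 meets compound (up to 110 uM) for 30 min at RT before bead addition.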
PGK inhibitor: qHTS Assay to Find Inhibitors of Phosphoglycerate Kinase. PGK/GAPDH coupled, Kinase-Glo luminescence, 60 min. 0.043% of 380,000 active. Phosphoglycerate kinase, glycosomal (Trypanosoma brucei brucei), P07378. Potency, µM (doses to about 57.5 µM), inactives show at the top dose activity change, negative = inhibition, hits mostly inhibitors; also: % is scaled to controls: 0 for no effect and ±100 for the full control effect; nearly all actives have a fitted effect of over 60% in size
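Luminescent ATP detection (Kinase-Glo Plus) follows a 60-minute room-temperature incubation, with wells lacking PGK as controls. Buffer: 100 mM TEA (pH 7.6), 5 mM MgCl2, 0.01% Tween-20. Coupling enzyme GAPDH (100 nM final) supplies unstable 1,3-BPG in-well.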
GLS inh: qHTS for Inhibitors of Glutaminase (GLS). Glutaminase kidney isoform, mitochondrial (Homo sapiens), O94925. GLS enzymatic activity, qHTS titration. Potency, µM (titrated, usually from 45.5 µM), for the others: at the top dose activity change, negative = inhibition, actives largely listed as inhibitors. 0.21% of 410,000 active; also: % is scaled to controls: 0 for no effect and ±100 for the full control effect
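Two-point fluorescence kinetic (t0, 30 min RT) for hKGA; glutamate detected via glutamate oxidase–HRP–Amplex Red. Substrate: 1 mM L-glutamine solution; buffer 45 mM KH2PO4, pH 8.2.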
HP1b binding inh: HTS for Inhibitors of HP1-beta Chromodomain Interactions with Methylated Histone Tails; AlphaScreen HP1-beta / biotin-H3K9me3 peptide binding; Potency, µM (highest dose often 114 µM), for the others: at the highest dose activity change, negative = inhibition, hits mostly inhibitors; Chromobox protein homolog 1 (Homo sapiens), P83916; 0.56% of 390,000 active; also: nearly all actives have a fitted effect of over 70% in size; inactives centre near 23
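AlphaScreen: HP1-beta (50 nM) preformed 30 min with biotin-H3(1-18)K9me3 peptide (50 nM) in PBS pH 7.4, 0.01% Tween-20. Compound added for 30 min at RT, then streptavidin donor/nickel chelate acceptor beads (10 ug/mL) for 30 min.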
Pol iota inh: qHTS for Inhibitors of Polymerase Iota | DNA polymerase iota (Homo sapiens), Q9UNA4 | Pol iota fluorescent replication assay, 10 min | Potency, µM (doses to about 115 µM), for the others: top-dose activity, negative = inhibition, most hits filed as inhibitors | 1% of 390,000 active
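Fluorescent replication assay read twice, at 0 min and 10 min after adding 50 nM (final) substrate. Enzyme (10 nM) and compounds were first incubated 15 min at room temperature; enzyme-free buffer wells were negative controls.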
BLM inh: qHTS Assay for Inhibitors of Bloom's syndrome helicase (BLM); RecQ-like DNA helicase BLM (Homo sapiens), P54132; recombinant BLM DNA unwinding, fluorescence dequenching; Potency, µM (doses to about 56.1 µM), for the others: top-dose activity change, negative = inhibition, most hits filed as inhibitors; 0.2% of 350,000 active; AID 2528, 2010;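 also: plate controls were vehicle for no effect and no enzyme for full effect; nearly all actives have a fitted effect of over 35% in size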
G9a block: qHTS Assay for Inhibitors of Histone Lysine Methyltransferase G9a; 8.8% of 350,000 active; AID 504332, 2011; G9a H3K9 monomethylation, AlphaScreen, 2 h; Potency, µM (doses to about 102 µM), for the others: at the highest dose activity, negative = inhibition, actives largely listed as inhibitors; Histone-lysine N-methyltransferase EHMT2 (Homo sapiens), Q96KQ7; also: % is scaled to controls: 0 for no effect and ±100 for the full control effect; nearly all actives have a fitted effect of over 75% in size
Target sequence (Q96KQ7 913-1193 limits assumed): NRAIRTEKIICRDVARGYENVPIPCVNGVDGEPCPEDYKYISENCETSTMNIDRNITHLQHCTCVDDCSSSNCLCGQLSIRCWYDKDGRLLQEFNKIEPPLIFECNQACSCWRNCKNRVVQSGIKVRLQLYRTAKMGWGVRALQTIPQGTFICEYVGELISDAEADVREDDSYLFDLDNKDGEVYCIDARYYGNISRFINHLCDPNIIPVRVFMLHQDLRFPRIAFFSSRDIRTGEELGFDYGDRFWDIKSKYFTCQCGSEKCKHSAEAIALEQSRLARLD
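Readings reflect AlphaScreen signal from monomethyl-H3K9 antibody detection. HMT at 20 nM; substrate b-H3K9 500 nM; cofactor SAM 20 uM; 2 h RT reaction; compounds tested as titrations in qHTS with 15 min preincubation.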
Pin1 inh: qHTS Assay to Find Inhibitors of Pin1. Peptidyl-prolyl cis-trans isomerase NIMA-interacting 1 (Homo sapiens), Q13526. Pin1 FP peptide displacement, HiFluor488, 10 min. Potency, µM (top dose mostly 115 µM), without a hit: at the highest dose activity, negative = inhibition, actives largely listed as inhibitors. 0.009% of 390,000 active. AID 504891, 2011; active = well fitted inhibition curve with a large enough effect in the polarisation, with a control signal flat, not every such curve was filed as active; the % refers to the polarisation; also: % is scaled to controls: 0 for no effect and ±100 for the full control effect
JMJD2A Tudor inh: qHTS Assay for Inhibitors of JMJD2A-Tudor Domain. Potency, µM (series often up to 114 µM), without a hit: at the top dose activity change, negative = inhibition, actives largely listed as inhibitors. Lysine-specific demethylase 4A (Homo sapiens), O75164. AlphaScreen JMJD2A-Tudor / H3K4me3 peptide binding. 4.4% of 390,000 active; also: % is scaled to controls: 0 for no effect and ±100 for the full control effect; nearly all actives have a fitted effect of over 50% in size
Starred values were filed as active, the others as inactive; i = inactive; & = joins results of further samples; [ ] = another dose, or the depositor's remark. Unless noted, calls follow the shape of the dose curve; as a rule, active = well fitted curve in the direction sought with a large enough effect; inconclusive = small, poorly fitted or top-dose-only effect, or another doubt; inactive = no such curve, though single readings can be large; an effect the other way counts as inactive or inconclusive. Potency is read from the fitted curve at half-maximal effect.

SMILES	BAZ2B inh	PGK inhibitor	GLS inh	HP1b binding inh	Pol iota inh	BLM inh	G9a block	Pin1 inh	JMJD2A Tudor inh
NNC(=O)CP(=O)(c1ccccc1)c1ccccc1	6.3%	i	17.1%&14.4%	66.4%[activator]	3.0%	-0.5%	1.2%[59 µM]	-1.4%	-14.5%

These rows are one share of the data. The share of hits here may be higher or lower than overall.
